Assay outcomes deposited in PubChem BioAssay by several laboratories.
FXN GAA850 act – activators of GAA850 frataxin (FXN) promoter; activation, % at 6 µM; 360,000 tested, 0.56% active; HEK293 lucGAA850 FXN promoter luciferase reporter, 24 h; percent of 10 µM SAHA response;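 active means activation above the average of all compounds screened plus 3 SD, cutoff fixed separately per campaign, cut at about 7.5% in these data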;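 further: 0% = DMSO wells and 100% = 10 µM SAHA wells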
sPLA2-III inh – Inhibits HGIII-sPLA2 liposome hydrolysis, primary screen | AID 743126 | 370,000 tested, 0.56% active | Q9NZ20 | inhibition, % at 12.2 µM | QFRET BODIPY PC-A2 liposome hydrolysis, fluorescence;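 active means inhibition above mean plus 3 SD of compounds lying within the high and low control bounds, cut at about 19% in these data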;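 further: 0% = median of test compound wells and 100% = no enzyme DMSO wells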
Tn6 DDE FP – inhibitors of Tn6 peptide binding to human fibrin DD(E). Fibrin DD(E) TRITC-Tn6 fluorescence polarization displacement. 370,000 tested, 0.21% active. inhibition, % at 8.3 µM;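 active means inhibition above a per-campaign cutoff: mean of compounds within control limits plus 3 SD, cut at about 15% in these data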;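 further: 0% = median of all compound wells on the plate and 100% = blocking peptide control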
Target sequence (P02675 whole entry, looked up): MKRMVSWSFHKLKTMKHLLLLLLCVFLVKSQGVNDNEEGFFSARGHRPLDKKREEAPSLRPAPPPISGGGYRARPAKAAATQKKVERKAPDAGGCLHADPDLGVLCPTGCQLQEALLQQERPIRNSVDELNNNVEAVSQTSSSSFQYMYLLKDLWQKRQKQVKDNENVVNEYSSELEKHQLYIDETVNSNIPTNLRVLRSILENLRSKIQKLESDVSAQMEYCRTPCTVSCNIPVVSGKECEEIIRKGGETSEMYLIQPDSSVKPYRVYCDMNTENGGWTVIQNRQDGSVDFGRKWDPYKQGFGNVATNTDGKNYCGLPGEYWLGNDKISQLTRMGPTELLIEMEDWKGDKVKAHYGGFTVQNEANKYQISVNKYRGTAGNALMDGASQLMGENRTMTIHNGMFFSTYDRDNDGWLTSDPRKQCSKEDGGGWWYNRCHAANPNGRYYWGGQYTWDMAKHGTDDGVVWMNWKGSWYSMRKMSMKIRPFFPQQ
ADAM10 inh – inhibits human ADAM10; O14672; recombinant ADAM10, EDANS/DABCYL FRET peptide cleavage, 3 h; inhibition, % at 7 µM; 370,000 tested, 0.62% active;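 active means inhibition above a per-campaign cutoff equal to the mean of compounds falling between control-based bounds plus 3 SD, cut at about 20% in these data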;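 further: 0% = DMSO wells while the 100% control is not disclosed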
ARFGAP1 inh – rat ARFGAP1 inhibition; inhibition, % at 16.5 µM; Q62848; AID 651572; Arfgap1-stimulated ARF1 GTP hydrolysis, GDP FP detection; 360,000 tested, 0.26% active;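 active means inhibition above a per-plate limit, mean inhibition of low control wells plus 3 SD, cut at about 25% in these data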;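 further: 0% = DMSO wells with enzyme and 100% = wells lacking Arfgap1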
Target sequence (Q62848 1-136 limits assumed): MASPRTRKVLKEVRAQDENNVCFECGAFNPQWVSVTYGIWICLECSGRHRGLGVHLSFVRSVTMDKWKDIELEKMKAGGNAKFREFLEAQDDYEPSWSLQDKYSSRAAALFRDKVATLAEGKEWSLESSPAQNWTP
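Material: rat Arfgap1 catalytic domain, aa 1-136; also added: human ARF1(Δ1-17)-GTP substrate; compound dosing: one concentration, 16.5 µM, DMSO 1.26%; incubation: GTP hydrolysis reaction 2 h at 25 °C; measured by: Tracer-displacement fluorescence polarization with EDTA stop, 620/688 nm; evaluation: % inhibition from polarization; repeats: one replicate per compound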
ASAP1 inh – ASAP1 ArfGAP inhibition | Q9ULH1 | ASAP1-stimulated ARF1 GTP hydrolysis, GDP FP detection | inhibition, % at 16.5 µM | 360,000 tested, 0.19% active | AID 624377; in the data active means inhibition above about 25%;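 further: 0% = vehicle with enzyme and substrate and 100% = no enzyme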
Target sequence (Q9ULH1 325-724 limits assumed): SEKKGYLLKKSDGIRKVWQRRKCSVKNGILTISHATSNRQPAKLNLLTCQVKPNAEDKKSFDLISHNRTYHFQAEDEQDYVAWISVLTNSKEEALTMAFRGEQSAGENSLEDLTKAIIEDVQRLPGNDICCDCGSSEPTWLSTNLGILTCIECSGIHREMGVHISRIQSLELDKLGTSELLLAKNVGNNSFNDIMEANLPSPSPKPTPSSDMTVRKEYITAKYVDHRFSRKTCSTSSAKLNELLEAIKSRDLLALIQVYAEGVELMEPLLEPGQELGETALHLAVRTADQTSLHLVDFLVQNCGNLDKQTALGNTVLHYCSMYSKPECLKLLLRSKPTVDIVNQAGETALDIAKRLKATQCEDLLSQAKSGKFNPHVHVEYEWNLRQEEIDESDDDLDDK
rCAG binder – r(CAG) repeat RNA binding. TO-PRO-1 dye displacement fluorescence. inhibition, % at 3 µM. AID 651821. 370,000 tested, 1.3% active;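 active means inhibition above the plate cutoff, the mean of all test compounds on that plate plus 3 SD, cut at about 35% in these data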;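 further: 0% = DMSO alone and 100% = 100 µM mitoxantrone as full dye displacement; higher means more dye released from RNA so lower well fluorescence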
proKLK7 act – activates the human kallikrein-7 zymogen; 370,000 tested, 0.9% active; purified proKLK7, EDANS-DABCYL substrate fluorescence; 100% is mature enzyme control, 0% vehicle; activation, % at 7 µM;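 active means activation above the mean of all tested compounds plus 3 SD, computed per campaign excluding outliers beyond control limits, cut at about 13% in these data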
NPR1 activator – GC-A (human) enzyme activation | HEK293 GC-A cells, cGMP TR-FRET, EC30 ANP; 0% at EC30 ANP, 100% saturating ANP | activation, % at 10 µM | 370,000 tested, 0.14% active; in the data active means activation above about 40%
GC-B act – GC-B (human) receptor activation; P20594; HEK293-GC-B cells, CNP EC30, cGMP TR-FRET; 0% at EC30 CNP, 100% saturating CNP; activation, % at 10 µM; 370,000 tested, 0.11% active; AID 1920062;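 active means activation at 10 µM reaching about 35% in either raw or pattern-adjusted values, limit read from the data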
* = called active by the depositor; i = inactive; nt = not tested or not shown.

SMILES	FXN GAA850 act	sPLA2-III inh	Tn6 DDE FP	ADAM10 inh	ARFGAP1 inh	ASAP1 inh	rCAG binder	proKLK7 act	NPR1 activator	GC-B act
CCc1ccc(CN2CCC(n3nccc3NC(=O)c3ccc4c(c3)OCO4)CC2)cc1	-2.0	-12	1	-4	-6	5	-8	0.3	-5	-8
CCCn1c(=S)[nH]c2sc3c(c2c1=O)CCCC3	-0.8	9	-5	5	10	-2	2	0.0	3	-1
CCC(C(=O)NN1C(=O)c2ccccc2C1=O)c1ccccc1 (stereo not drawn)	1.7	0	-4	8	-4	15	1	0.5	1	3
CC(=O)Oc1c(Cl)c(N2CCOCC2)c(OC(C)=O)c2ccccc12	3.6	-12	-5	-2	-1	-6	-5	0.5	3	6
C#CCN1CC(N(C)CCO)CS1(=O)=O (stereo not drawn)	nt	6	12	-2	nt	nt	0	0.1	3	-3
CCCc1c(C(=O)N/N=C(\C)c2ccc3c(c2)OCO3)nnn1-c1nonc1N	0.1	6	4	-6	0	3	1	-0.8	-3	-3
C[C@H](CO)N1C[C@H](C)[C@@H](CN(C)Cc2ccccc2)Oc2ccc(NC(=O)CCCCCC(=O)Nc3ccccc3N)cc2C1=O	-0.3	-20	-3	1	-5	6	-5	0.1	0	0
O=c1[nH]c2ccccc2nc1/C=C/c1ccc(Cl)cc1	2.3	-6	4	-31	1	-1	8	-1.1	0	-5
COc1ccc2nc(NC(=O)CSc3n[nH]c(N)n3)sc2c1	1.8	0	-4	-8	9	5	10	-0.5	5	3
NS(=O)(=O)c1ccc(C(=O)Nc2ccc(-c3nc4cccnc4s3)cc2)cc1	2.0	-5	-5	-127	-12	-3	1	0.8	1	-2
O=C(CC1SC(N2CCOCC2)=NC1=O)Nc1cc([N+](=O)[O-])ccc1Cl (stereo not drawn)	1.4	11	-5	-12	12	-1	1	-0.7	2	-2
O=C(Cc1c(F)c(F)c(F)c(F)c1F)Nc1nc(-c2ccccc2)cs1	4.0	9	7	2	14	17	7	-0.5	6	1
CC(=C/c1ccccc1)/C=N/N1CCN(Cc2ccc(C)cc2)CC1	1.6	1	0	2	-2	7	-2	0.1	-1	0
CCCCC(=O)Nc1nnc(C2=COCCO2)o1	0.4	4	-2	1	7	12	3	-0.6	0	1
Cn1ccnc1Sc1ccccc1[N+](=O)[O-]	-1.1	-3	-8	-4	-4	-1	-2	-0.5	-2	4
CCC/C(=N\NC(=O)c1csc(C)c1C)c1cccs1	1.9	-1	-1	2	-2	2	-2	0.2	2	1
COc1ccc([N+](=O)[O-])cc1NC(=O)c1ccc(Br)s1	2.0	-10	9	6	36*	38*	11	1.4	22	-5
COc1cc(OC)cc(C(=O)NCC(=O)N2CCCCC2)c1	2.1	1	-15	5	12	-1	-3	0.5	5	3
CCOCCCNC(=O)C(c1ccccc1)N(Cc1cccs1)C(=O)CNC(C)=O (stereo not drawn)	-0.5	11	0	13	11	3	-1	-0.1	-1	8
Cc1cccc(-n2c(=S)[nH]c3nc4c(cc3c2=O)COC(C)(C)C4)c1	1.1	8	9	3	-6	7	0	-0.4	-2	-3
O=C(OCN1C(=O)c2ccccc2C1=O)c1cccc(OC(F)F)c1	3.1	-4	3	5	-3	-6	1	0.1	-1	2
O=C(Cn1c(=O)n(CCc2c[nH]c3ccccc23)c(=O)c2cccnc21)Nc1ccccc1F	-4.7	-98	-9	11	8	0	9	-1.2	-2	-2
COc1ccc2ccccc2c1CN(C)Cc1ccccc1	2.4	5	-1	-8	2	2	-2	0.9	-12	-14
COc1ccc(CNC(=O)CSCc2cnn(-c3ccccc3)c2-n2cccc2)cc1	-0.5	-8	-1	9	-4	7	-1	1.0	-16	-14
CN(C)c1ccc(C(=O)Nc2nc3c(s2)CCCC3)cc1	-0.3	5	9	-57	3	-1	4	0.9	0	-8
Cc1cc(C(=O)OCC(=O)N2CCOCC2)ccc1[N+](=O)[O-]	0.1	3	-6	-5	-2	3	-5	-0.4	2	1
S=c1[nH]nc(Cc2cccs2)n1-c1ccccc1Cl	1.5	12	-10	-5	-1	26*	-3	0.4	1	-2
CCOc1ccccc1NC(=O)C1CCN(c2nc(-c3ccc(OC)cc3)no2)CC1	-2.6	-3	-10	6	2	-7	3	-0.4	0	-2
COc1ccccc1NC(=O)Cn1nc(-c2ccncc2)nc1SCC(=O)NC1CCCC1	3.6	6	-5	5	-2	-11	1	-0.5	-2	-10
COc1cccc(CNC(=O)N2CCN(S(=O)(=O)c3ccc(Cl)cc3)CC2)c1	0.6	-8	1	10	7	-2	-6	-0.8	-3	-4
C=CCN(C(=O)Nc1ccc(F)cc1)C1CC(=O)N(c2ccc(OC)cc2)C1=O (stereo not drawn)	0.7	-6	-2	4	6	0	2	0.3	-3	3
FC(F)(F)c1cccc(/C=N/NC(=S)NC2CCCCC2)c1	1.8	2	-5	-3	-11	-2	-1	-0.1	-9	-5
OC1(c2cccc(C(F)(F)F)c2)CCN(Cc2nnnn2Cc2ccccc2)CC1	-1.3	-11	0	15	-7	11	-6	-0.5	-5	-1
COc1ccc(-n2ncc3c2CC(C)(C)CC3NC(=O)CCC2=NNC(=O)CC2)cc1 (stereo not drawn)	1.3	2	3	-6	-1	-12	-5	-0.7	0	5
COc1ccc(-c2cc3cc(OC)c(OC)cc3c(C)n2)cc1C	5.0	1	3	-54	-4	3	0	-3.5	0	-1
c1ccc2c(Nc3nc4c(s3)CCCC4)cccc2c1	3.8	6	-3	-92	4	1	11	-0.7	1	0
CCCCn1c(N)c(N(CCOC)C(=O)CSc2nnc(-c3ccco3)n2CC)c(=O)[nH]c1=O	-0.7	12	13	-9	-1	-7	1	-0.3	1	0
O=C(O/N=C\c1ccc(N2CCCCC2)c([N+](=O)[O-])c1)c1c(F)cccc1F	0.6	0	-3	-4	-13	-2	8	0.3	0	3
COc1ccccc1C(=O)NC(CCSC)C(=O)OCC(=O)c1ccc[nH]1 (stereo not drawn)	0.5	-2	4	-3	4	-4	1	0.0	-3	-1
O=C(NCc1ccccn1)Nc1cc(Cl)cc(Cl)c1	-0.9	-5	3	5	3	8	4	0.1	-3	-7
Cc1noc(C)c1COC(=O)COc1ccc(-c2ccccc2)cc1	0.8	-10	-2	2	-11	0	-6	0.6	42*	2
CC(C)(C)c1nn2cnnc2n(/N=C/c2ccc(O)cc2)c1=O	0.0	15	3	-6	-2	-4	-4	0.2	-1	-1
Cc1cc(Cl)ccc1C(O)c1ncc(-c2cccc3ccccc23)[nH]1 (stereo not drawn)	1.5	-15	-1	-44	1	-6	4	0.3	-2	-5
O=c1[nH][nH]c2c1[C@@H](c1ccc(F)cc1)O[C@H](C1CCCCC1)C2	nt	-49	-6	-2	5	9	14	0.3	-2	-9
COC(=O)c1sc2ncn(CC(=O)N(C)C3CCCCC3)c(=O)c2c1C	-1.4	8	-3	-3	0	0	0	-0.1	-5	0
CCOCCCNC(=O)C(c1ccc(Cl)cc1)N1CCC2(CC1)OCCO2 (stereo not drawn)	-1.8	3	5	8	-2	-5	-6	0.2	0	2
CC(C)NC(=O)C1(C)CCN1C(=O)c1ccc2c(c1)OCO2 (stereo not drawn)	-0.7	6	0	-5	5	-6	1	-0.2	7	1
O=C(Nc1ccc(F)cc1)c1ccc(Cn2cnnn2)cc1	2.5	12	-11	-2	4	-11	1	-0.4	6	1
CCOC(=O)c1oc2cccc(O)c2c1CN1CCOCC1	-0.1	6	-4	3	-1	3	-5	0.1	3	4
CCN(C(=O)COC(=O)c1cc(-c2ccc(C)o2)nc2ccccc12)C1CCS(=O)(=O)C1 (stereo not drawn)	3.4	-9	-5	-186	7	1	6	174*	9	-1
(list continues)
SMILES	FXN GAA850 act	sPLA2-III inh	Tn6 DDE FP	ADAM10 inh	ARFGAP1 inh	ASAP1 inh	rCAG binder	proKLK7 act	NPR1 activator	GC-B act
COc1ccc(N=C2Sc3ccccc3[C@@H]3C[C@H]4[C@H](CON4C)CN23)c(OC)c1	nt	5	3	-4	-4	0	1	-0.2	-1	-2
C[N+]1(C)CC2([N+](=O)[O-])CC=C(Oc3ccccc3)C([N+](=O)[O-])(C2)C1 (stereo not drawn)	-1.8	3	2	0	-7	-4	-2	0.5	-1	1
COc1cc(/C=C2\C(=O)N(c3cccc(C(=O)O)c3)N=C2C)ccc1OCc1ccccc1	1.2	-8	-4	1	0	-9	9	-0.1	12	-7
CCC(=O)Nc1ccc(NC(=O)c2ccccn2)cn1	3.0	-3	-7	-7	-15	-5	-4	-0.2	2	7
CCCCSc1nc(N)nc2c1ncn2C1OC(CO)C(O)C1O (stereo not drawn)	2.0	1	0	-5	3	9	1	-0.3	1	1
c1ccc(-c2noc(-c3ccc4ccccc4c3)n2)cc1	1.2	4	1	4	-4	-12	2	-0.6	3	-1
CCOc1cccc(/C=N/NC(=S)Nc2cc(S(=O)(=O)N3CCOCC3)ccc2N2CCOCC2)c1O	-0.2	23*	3	-5	-6	4	23	-6.3	13	18
O=S(=O)(NCC1CCN(c2ccc(S(=O)(=O)N3CCOCC3)cc2)CC1)c1ccccc1	-1.3	-26	0	3	-15	7	6	-0.5	-1	2
Cc1c(CC(=O)NCC(=O)NCC(=O)O)c(=O)oc2cc3c(cc12)CCC(C)(C)O3	1.7	4	0	i	-2	8	3	9.8	2	3
CCOc1cccc(OCCNC2CCCC2)c1	2.7	2	-6	1	14	-4	-1	-0.9	-5	4
CCOc1ccc(N2C(=O)CC(SCC(=O)O)C2=O)cc1 (stereo not drawn)	-0.8	4	2	-3	-13	1	3	0.1	2	5
O=C(NC1CC1)C1CCCN(C(=O)Nc2ccc(F)cc2)C1 (stereo not drawn)	-0.7	12	-5	-9	2	9	-4	0.3	4	-1
COc1ccc(S(=O)(=O)Nc2ccc3c(c2)C(=O)N([C@H](C)CO)C[C@H](C)[C@@H](CN(C)S(=O)(=O)c2ccccc2)O3)cc1	-1.1	-19	1	4	6	6	1	0.3	1	1
N#CC(C#N)=C(Nc1ccc(F)cc1)SCc1cccc(F)c1	-7.3	-65	-2	12	-4	-8	32	0.1	5	5
NC(=O)c1ccsc1NC(=O)c1ccc(S(=O)(=O)N2CCCc3ccccc32)cc1	-0.2	-10	-6	6	6	15	20	-6.5	5	3
Cc1cc(-c2ccccc2)nc(N/N=C/c2ccc(N(C)C)cc2)n1	-0.1	9	8	4	1	3	-3	-0.3	1	-1
CC(C)c1ccc(NC(=S)Nc2cccc3ccccc23)cc1	-0.3	7	5	-155	-7	-2	5	-11	2	-1

A second format for part of the listing above.
Order of results: FXN GAA850 act, sPLA2-III inh, Tn6 DDE FP, ADAM10 inh, ARFGAP1 inh, ASAP1 inh, rCAG binder, proKLK7 act, NPR1 activator, GC-B act
CCOc1ccc(N2C(=O)CC(SCC(=O)O)C2=O)cc1 (stereo not drawn)
  -0.8, 4, 2, -3, -13, 1, 3, 0.1, 2, 5
O=C(NC1CC1)C1CCCN(C(=O)Nc2ccc(F)cc2)C1 (stereo not drawn)
  -0.7, 12, -5, -9, 2, 9, -4, 0.3, 4, -1
COc1ccc(S(=O)(=O)Nc2ccc3c(c2)C(=O)N([C@H](C)CO)C[C@H](C)[C@@H](CN(C)S(=O)(=O)c2ccccc2)O3)cc1
  -1.1, -19, 1, 4, 6, 6, 1, 0.3, 1, 1
N#CC(C#N)=C(Nc1ccc(F)cc1)SCc1cccc(F)c1
  -7.3, -65, -2, 12, -4, -8, 32, 0.1, 5, 5
